mcGAS inh: cyclic GMP-AMP synthase inhibitors, mouse, primary biochemical chemiluminescence; Q8C6L5; recombinant cGAS, Kinase-Glo ATP depletion luminescence; inhibition, % at 12.5 µM; 160,000 tested, 0.15% active; AID 1259399, 2018;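 further: 0% = negative control wells and 100% = reference inhibitor with no enzyme activity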
hcGAS lum: Primary biochemical luminescence assay for human cyclic GMP-AMP synthase inhibitors | Q8N884 | recombinant h-cGAS, ATP depletion, Kinase-Glo luminescence | inhibition, % at 12.5 µM | 290,000 tested, 0.081% active;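 further: 0% = vehicle reaction and 100% = reaction without DNA for no activity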
Target sequence (Q8N884 whole entry, looked up): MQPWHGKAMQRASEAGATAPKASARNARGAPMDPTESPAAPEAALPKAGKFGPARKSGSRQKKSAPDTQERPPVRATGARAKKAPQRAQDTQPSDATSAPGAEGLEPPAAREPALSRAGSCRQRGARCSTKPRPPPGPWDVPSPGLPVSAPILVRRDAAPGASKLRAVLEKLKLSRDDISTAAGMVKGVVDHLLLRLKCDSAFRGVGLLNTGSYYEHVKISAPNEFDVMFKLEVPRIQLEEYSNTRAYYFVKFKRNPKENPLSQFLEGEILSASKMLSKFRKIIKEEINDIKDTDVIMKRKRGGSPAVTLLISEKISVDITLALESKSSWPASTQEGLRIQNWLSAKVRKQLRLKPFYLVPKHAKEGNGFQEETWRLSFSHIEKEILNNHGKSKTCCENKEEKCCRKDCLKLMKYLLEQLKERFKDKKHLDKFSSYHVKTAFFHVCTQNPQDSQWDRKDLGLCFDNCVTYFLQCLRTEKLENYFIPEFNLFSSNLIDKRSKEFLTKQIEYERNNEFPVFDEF
NPYLR7 agonist: agonists of mosquito NPYLR7 receptor, primary screen, cell-based, Aedes aegypti, calcium fluorescence, mosquito biting behavior; HEK293T NPYLR7/Galpha15, GCaMP6s calcium fluorescence; Aedes aegypti neuropeptide Y-like receptor 7 (NPYLR7); activation, % at 10 µM; 270,000 tested, 0.15% active; in the data active means activation above about 40%;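 further: 0% = vehicle and 100% = reference agonist at the receptor; some compounds past the cut are filed as inactive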
Starred values were filed as active, the others as inactive; . = no result given; & = joins results of further samples. Unless noted, no stated cut-off is given here; in the data, active means inhibition above about 40%; inactive means the rest.

SMILES	mcGAS inh	hcGAS lum	NPYLR7 agonist
O=C(NNC(=O)C1Cc2ccccc2O1)c1cc(-c2ccccc2)on1 (centres undefined)	.	-6	11
O=C(CSc1ccc2nnc(-c3cccnc3)n2n1)Nc1ccc(OC(F)(F)F)cc1	-7	-4	2
CC1CCC(NS(=O)(=O)CC(=O)Nc2ccc(N3CCCC3)cn2)CC1 (centres undefined)	.	3	3
O=P1(NCc2ccccc2)C=C(c2ccccc2)OC(c2ccccc2)=C1	.	-6	21
COCc1c(Br)c(C)nc(OCC(=O)N/N=C\c2cccs2)c1C#N	-4	-6	-9
Cc1nc(Nc2ccccc2)c([N+](=O)[O-])c(Nc2ccccc2)n1	.	6	-1
CCCCn1c(N)c(N(CC(C)C)C(=O)NCC)c(=O)[nH]c1=O	.	-5	10
Cc1cc(C(C)(C)C)ccc1OCC(=O)N=Nc1c(O)[nH]c2ccc(F)cc12	7	6	-8
C#C[C@]1(OC(C)=O)CC[C@H]2[C@@H]3CCC4=C[C@@H](OC(C)=O)CC[C@@H]4[C@H]3CC[C@@]21C	-6	-5	13
O=C(c1ccc(-c2ccc(-c3ccn[nH]3)cc2)o1)N1CCOCC1	.	-5	10
COCC(C)NC(=O)C1CCN(Cc2cnc(-c3cccc(C)c3)nc2)CC1 (centres undefined)	.	-6	3
CCCCCC(=O)N1CCN(c2cc(Oc3cc(C)ccc3Cl)ncn2)CC1	-8	-3	-10
Cc1noc(COC(=O)c2cc(C(C)C)cc(C(C)C)c2O)n1	.	-4	5
CCOC(=O)C1=C(C)N=c2s/c(=C/c3ccc(-c4ccccc4Cl)o3)c(=O)n2C1c1ccccc1 (centres undefined)	-3	1	-4
COC(=O)[C@@H]1C[C@@H](N(C)C)CN1C(=O)c1occc1C	-17	-4	13
COc1cccc(C(=O)NCC(=O)N=Nc2c(O)n(Cc3ccccc3)c3ccccc23)c1	-3	-6	-1
Cc1ccc(C(=O)NCCc2nnc3ccc(SCC(=O)Nc4cc(C)on4)nn23)cc1	-8	-4	3
COc1cc(C2c3[nH]c4ccccc4c3CCN2C(=O)CCC2CCCC2)ccc1Br (centres undefined)	-3	-5	-17
COCc1c(Br)c(C)nc(OCC(=O)N/N=C\c2ccc3c(c2)OCO3)c1C#N	-7	-6	15
COC(=O)CCC(=O)Nc1cccc(-c2cccc(-c3ccc4c(c3)NC(=O)CO4)n2)c1	-6	-3	-6
Cc1cc(C(=O)N(C)Cc2c(C)noc2C)c2cccc(C)c2n1	.	-5	9
O=C(NC1CCN(CC2CC2)CC1)c1ccn[nH]1	3	2	-2
CC(C)(C)OC(=O)n1ccc2c1[C@@H](C(=O)O)CCC2	.	-8	23
COc1ccccc1OCCCCOc1cccc2ccccc12	.	8	3
COc1ccc(S(=O)(=O)N2CCC(NC(=O)CCC3CCCCC3)CC2)cc1	.	-4	3
Next section.
SMILES	mcGAS inh	hcGAS lum	NPYLR7 agonist
COc1ccc(CCN=C(NC(=O)c2cccc(C(F)(F)F)c2)OCC(C)C)cc1OC	-5	-11	.
CC1CCCC(C)N1C(=O)c1csc2c1CCCC2 (centres undefined)	-3	-4	4
CCCOc1cc(Nc2ccc(NC(=O)Nc3ccc(F)cc3)cc2)nc(C)n1	-6	-4	6
CC(C)COc1ccc(C(=O)N2CCC(c3ccccc3)C2C)cn1 (centres undefined)	.	-8	-1
NC(=O)c1cccc(NC(=O)Cc2cccc(Cl)c2)n1	.	-8	10
CCOC(=O)C1CCCN(C(=O)c2csc(CSc3nnc(C)n3-c3cccc(Cl)c3)n2)C1 (centres undefined)	-6	-8	-4
COCCn1cc(NC(=O)NCc2ccc(OC)cc2)c2ccccc21	.	-4	13
O=C(NCCc1ccccn1)c1nn(-c2cccc(Cl)c2)c(=O)n(Cc2cccc(F)c2)c1=O	-3	0	-2
CCn1ncc(S(=O)(=O)N2CCC3(CC2)C(=O)Nc2ccccc23)c1C	-16	-2	1
COCCNC(=O)[C@@]1(OCc2ccc(F)cc2)CC(OCc2cccc(Cl)c2)[C@@H]2OC(C)(C)O[C@@H]2C1 (some centres undefined)	-5	-5	28
COc1cccc(-c2nc3ccccn3c2NC(=O)c2cc(Cl)cc(Cl)c2)c1	-4	1	-12
CNc1nc(C)c(C(=O)NC2CCCN(CC3CCCCC3)C2)s1 (centres undefined)	-8	-6	.
CCn1c(=O)c2c(nc3n(-c4ccc(Br)cc4)c(C)cn23)n(C)c1=O	.	2	4
Cc1ccc2c(c1)N(Cc1cccc(C(F)(F)F)c1)C(=O)C(C)O2 (centres undefined)	.	-3	3
Cc1ccc(NC(=O)Cn2nc3ccc(SCc4ccc(Cl)cc4)nn3c2=O)cc1	-6	-6	-2
Cc1ccccc1CCNC(=O)C(C)Sc1ccccc1 (centres undefined)	.	-14	-5
CCCCC(=O)N(C)c1c(CC)nc2c(OCCC)cccn12	-4	-3	-3
CC1=CS(=O)(=O)c2ccc(I)cc21	.	3	5
CC(C)NC(=O)C1(C)CCCCN1Cc1cccc(C(F)(F)F)c1 (centres undefined)	.	-14	1
O=c1c2cc(-c3cccs3)nn2ccn1Cc1nc(-c2ccccc2)no1	-10	-5	-1
COc1ccc(-c2nnc(SCc3ccccc3C(F)(F)F)n2C2CCCCC2)cc1	-4	-11	16
COCCN(CC(=O)N1C[C@@H](C)O[C@@H](C)C1)Cc1c(C)nn(C)c1C	-4	-9	.
COc1ccc(Cl)cc1C(=O)Nc1cc(C)nn1-c1nc(C)cc(=O)[nH]1	-6	-7	12
CCOc1ccccc1CNC(=O)N1CCS(=O)C(C)C1C (centres undefined)	-12	-10&-7	-13&0
O=C(N[C@H]1CN(C2CCCCC2)C[C@@H]1C1CC1)c1cn[nH]n1	-5	-8	.
(cont.)
SMILES	mcGAS inh	hcGAS lum	NPYLR7 agonist
Cc1nc(CCN)cc(N(C)Cc2sccc2C)n1	-11	-9	9
CCOC(=O)c1c(NC(=O)Cn2nc(C)c([N+](=O)[O-])c2C)sc(C)c1C	.	-5	1
Cc1c(C(=O)C(=O)N2c3ccc(F)cc3CCC2C)c2ccccc2n1C (centres undefined)	-3	-6	-2
CC(=O)Nc1cccc(-n2ccnc2-c2ccc(-c3ccn[nH]3)o2)c1	.	-3	10
CC/C=C/CC(=O)N1CCN(CC)C(C)(C)C1	.	-8	-4
O=C(NC1CCN(c2ccccc2C(=O)NCc2cccnc2)CC1)c1cc(F)cc(F)c1	0	-3	-10
O=C(NCc1ccco1)Nc1cccc(C(=O)N2CCCCC2)c1	.	-2	-17
CC(C)[C@@H](CO)Nc1nccc2[nH]c(-c3ccccc3Cl)nc12	-8	-7	-3
Cc1ccc(-n2c(SCc3ccc(C(=O)O)cc3)nnc2-c2ccc([N+](=O)[O-])cc2)cc1	-5	-2	-4
COc1ccc(CCN2CCCC(CN(C)C(=O)c3cccnc3OC)C2)cc1 (centres undefined)	.	-6&3	-3&-1
Cc1cc(N2CCN(C(=O)COc3ccc(Cl)c(C)c3)CC2)nc(C(C)C)n1	-8	-10	12
CCc1noc(C)c1C(=O)N1CCC(CCC(=O)N2CCC(Cc3ccccc3)CC2)CC1	.	-11	3
CCC1c2ccsc2CCN1CC(=O)Nc1ccccc1 (centres undefined)	.	-6	4
COc1ccc(OC)c(-c2nc3ccccn3c2Nc2c(C)cccc2C)c1	-6	-5	11
Cc1c(C(=O)N2CCN(C)CC2)oc2c1C(=O)CC(C)(C)C2	.	-9	6
C=C(C)C(O)(C(=C)C)c1ccc(CN(Cc2cccc(OC)c2OC)C2CC2)o1	1	-3	-1
Cc1nc2ccc(F)cc2n1C1CCN(C(=O)c2ccc3c(c2)OCO3)CC1	-1	-4	26
c1cc(-c2cnc3ccccc3c2)cc(-n2cnnc2)c1	.	-3	4
O=C(CCC1CCCN(C(=O)c2ccc(=O)[nH]n2)C1)N1CCN(Cc2ccccc2)CC1 (centres undefined)	.	-7	4
CCc1nnc(NC(=O)c2cc3c(cc2[N+](=O)[O-])OCCO3)s1	-6	-7	1
CN(Cc1csc(-c2ccccc2)n1)C1CCN(S(C)(=O)=O)CC1	.	-5	1
Cc1nc(C(C)C)cc(N(C)CCc2noc(C3CC3)n2)n1	.	-9	10
CCOC(=O)[C@@H]1CCCC[C@@H]1NC(=O)c1cccnc1Oc1ccc(Cl)cc1	-6	-5	-1
CCCc1cc(NCCc2ccccc2)n2nc3nc(C)cc(C)c3c2n1	-3	3	-1
Fc1cnc(NCCc2cccs2)nc1N1CCOCC1	.	-5	16

Five records drawn at random from those above:
SMILES	mcGAS inh	hcGAS lum	NPYLR7 agonist
CCC1c2ccsc2CCN1CC(=O)Nc1ccccc1 (centres undefined)	.	-6	4
Cc1ccc(-n2c(SCc3ccc(C(=O)O)cc3)nnc2-c2ccc([N+](=O)[O-])cc2)cc1	-5	-2	-4
Cc1nc(C(C)C)cc(N(C)CCc2noc(C3CC3)n2)n1	.	-9	10
CC(C)[C@@H](CO)Nc1nccc2[nH]c(-c3ccccc3Cl)nc12	-8	-7	-3
Cc1cc(N2CCN(C(=O)COc3ccc(Cl)c(C)c3)CC2)nc(C(C)C)n1	-8	-10	12

Later entries.
SMILES	mcGAS inh	hcGAS lum	NPYLR7 agonist
CCOC(=O)Cc1c(C)nc2ncnn2c1N1CCN(C(=O)COCCOC)CC1	-5	-2	.
O=C(/C=C/c1ccco1)N1CCCC(N2CCN(c3cccc(Cl)c3)CC2)C1 (centres undefined)	.	-10	1
COc1ccccc1NC(=O)CSc1ccc(-c2sc(C)nc2C)nn1	-6	-5	5
COc1ccc(CCC(=O)NCCc2csc3nc(-c4ccc(C)cc4)nn23)cc1	1	2	12
CCOC(=O)c1c(CN2CCCC2)n(-c2ccccc2)c2cc(Br)c(O)c(CN(C)C)c12	-4	-4	-4
O=C1OC(/C=C\c2cccc([N+](=O)[O-])c2)=NC/1=C/c1ccc(Br)cc1	.	0	0
O=C(c1csc(CSc2nnc(-c3cccnc3)n2-c2cccc(Cl)c2)n1)N1CCN(C(c2ccccc2)c2ccccc2)CC1	2	-3	1
OC1(c2cccc(C(F)(F)F)c2)CCN(Cc2ccc3[nH]ccc3c2)CC1	.	-2	-6
CC(=O)c1cccc(-c2ccnc3c2CC(C(=O)NCc2ccc(N4CCN(C)CC4)cc2)O3)c1 (centres undefined)	-6	-3	15
Cc1ccc(Nc2ccc(S(=O)(=O)C(F)(F)C(F)F)cc2[N+](=O)[O-])cc1	.	4	-3
C=CCNC(=O)NC(=O)CN(C)c1ccc(Oc2ccccn2)cc1	.	-8	9
Cc1nc2ccccn2c(=O)c1NC(=O)c1ccccc1	.	-16	5
O=C(Nc1ccc(C2SCC(=O)N2c2ccc3c(c2)CCC3)cc1)c1cccc(Cl)c1 (centres undefined)	-4	-3	8
Cc1sc2nc(CN(C)Cc3ccc(Cl)c(Cl)c3)nc(N)c2c1C	.	-7	2
COCCCN(CC(=O)N(Cc1cccn1Cc1ccc(Br)cc1)C1CCCCC1)C(=O)c1cccs1	-6	-4	1
Cc1cc(C)n(-c2nc3c(c(=O)n2CC(=O)Nc2ccc(C(F)(F)F)cc2)CCC3)n1	-7	-6	.
COCCN(CCCc1ccccc1)C(=O)NCc1csc(C)n1	.	-2	-2
CCn1c(CC2CCN(C(=O)C3COCCO3)CC2)nn(C)c1=O (centres undefined)	.	-7	3
O=C(CCCc1cccs1)NC1CCCN(C2Cc3ccccc3C2)C1 (centres undefined)	.	-4	5
CC(C)c1cc(Oc2cccc(F)c2)nc(SCc2ccccc2Cl)n1	-1	3	-8
CC1CC(C)CC(CCS(=O)(=O)CCO)C1 (centres undefined)	-16	-7	-1
CCN(CC)CCN(Cc1ccccc1)Cc1c(C)noc1C	.	-11	1
CCCSc1nnnn1Cc1cccs1	.	-11	-5
CCN(CC)C(=O)CSc1nc(N)c2c3c(sc2n1)CCCC3	.	3	-3
O=C(NCc1cccs1)c1cn(CCOc2ccc(F)cc2)c(=O)s1	.	-3	14
Cc1nc2sccn2c1C(=O)N1CCCC(Nc2ccc3c(c2)OCCO3)C1 (centres undefined)	.	-6	5
Cc1ccc(CN2CCN(Cc3cc4ccccc4[nH]3)CC2CCO)cc1 (centres undefined)	.	-4	2

In the list so far, 8 contain a furan ring, fused or not.
SMILES	mcGAS inh	hcGAS lum	NPYLR7 agonist
O=C(c1ccc(-c2ccc(-c3ccn[nH]3)cc2)o1)N1CCOCC1	.	-5	10
CCOC(=O)C1=C(C)N=c2s/c(=C/c3ccc(-c4ccccc4Cl)o3)c(=O)n2C1c1ccccc1 (centres undefined)	-3	1	-4
COC(=O)[C@@H]1C[C@@H](N(C)C)CN1C(=O)c1occc1C	-17	-4	13
CC(=O)Nc1cccc(-n2ccnc2-c2ccc(-c3ccn[nH]3)o2)c1	.	-3	10
O=C(NCc1ccco1)Nc1cccc(C(=O)N2CCCCC2)c1	.	-2	-17
Cc1c(C(=O)N2CCN(C)CC2)oc2c1C(=O)CC(C)(C)C2	.	-9	6
C=C(C)C(O)(C(=C)C)c1ccc(CN(Cc2cccc(OC)c2OC)C2CC2)o1	1	-3	-1
O=C(/C=C/c1ccco1)N1CCCC(N2CCN(c3cccc(Cl)c3)CC2)C1 (centres undefined)	.	-10	1
